Screens as filed in PubChem.
E-selectin induc – E-selectin induction in HUVECs, primary screen, imaging, HUVEC, immunofluorescence imaging, single point. 260,000 tested, 0.37% active. normalized: neutral wells 0, TNF-alpha wells 100. AID 686992, 2013. P16581. activation, % at 7.58 µM;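 active = mean E-selectin-positive cell signal at least 10% of the positive control, reached in at least 60% of replicates, without over 20% cell loss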;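 also: in these data hits start at about 27%; measured in HUVEC primary endothelial cells; signal is the percent of cells scored E-selectin positive by PE staining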
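Test system: HUVEC | Signal: Immunofluorescence imaging | Read-out: Percent E-selectin-positive cells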
RAD52 anneal inh – RAD52 DNA annealing inhibitors, primary screen, biochemical, FRET, single point, set 2; recombinant RAD52 DNA annealing, FRET fluorescence; 360,000 tested, 0.46% active; inhibition, % at 18.7 µM;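 active = every replicate showing at least 50% inhibition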
Cneo AK release – Cryptococcus neoformans cell lysis inducers, primary screen, AK release luminescence, single concentration. C. neoformans lysis, adenylate kinase release luminescence, 4 h; normalised: neutral wells 0, clomiphene wells 100. lysis activity, % at 15 µM. 360,000 tested, 0.2% active. AID 651654, 2012;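 active = mean lysis activity across replicates of at least 80%, whatever share of replicates individually reach that level; inactive = mean lysis activity below 80%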
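Material – log-phase Cryptococcus neoformans yeast cells · Input – 5 × 10^6 yeast cells/mL · Medium – fresh YPD growth medium · Doses – single compound concentration per well · Timing – static 4 h at 37 °C with compound, 1 h detection · Detection – adenylate kinase release luminescence · Read-out – signal increase indicating cell lysis · Control set – Clomiphene as positive lysis control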
PGC1a acetyl inh – inhibitors of PGC1a acetylation signal, primary screen, cell-based, U2OS, AlphaScreen, inhibitor mode | inhibition, % at 15.6 µM | AID 651687, 2012 | AlphaScreen anti-acetyl-lysine; with virally co-expressed GCN5 acetyltransferase | 350,000 tested, 0.17% active;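 active = every replicate shows inhibition of at least 40%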;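 also: 0% = neutral control wells and 100% = positive control wells; some results beyond the cut were filed as inactive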
PglD inh – C. jejuni PglD acetyltransferase inhibitors, primary screen, biochemical, DTNB colorimetric, single point | UDP-N-acetylbacillosamine N-acetyltransferase PglD (Campylobacter jejuni) | purified PglD enzyme, DTNB colorimetric CoA detection | 360,000 tested, 0.098% active | inhibition, % at 12.5 µM; in the data active = inhibition above about 16%, passing the limit was not always enough; also: strong numbers were not always called active
RAD54 branch – inhibitors of human RAD54 branch migration, primary screen, biochemical, fluorescence, single point | 360,000 tested, 0.14% active | RAD54 Holliday junction branch migration, FAM/BHQ fluorescence | AID 602329, 2012 | DNA repair and recombination protein RAD54-like (Homo sapiens), Q92698 | inhibition, % at 10.4 µM;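 active = mean normalized replicate activity at least 40 and at least half of replicates scoring 40 or more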;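 also: 0% = median of neutral control wells and 100% = median of positive control wells; inhibitors cause a drop in the FAM fluorescence signal; in these data hits start at about 50%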
ERAP1 HTS inh – human ERAP1 aminopeptidase inhibitors, primary screen, biochemical, single point, plate reader | recombinant ERAP1, Leu-AMC fluorescence, 60 min | 340,000 tested, 0.15% active | inhibition, % at 10.7 µM;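 active = mean replicate inhibition of at least 30%, or all replicates individually reaching that 30% level; inactive = mean below 30% and not every replicate reaching it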;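 also: 0% = neutral control wells and 100% = L-leucinethiol positive control wells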
Target sequence (Q9NZ08 whole entry, looked up): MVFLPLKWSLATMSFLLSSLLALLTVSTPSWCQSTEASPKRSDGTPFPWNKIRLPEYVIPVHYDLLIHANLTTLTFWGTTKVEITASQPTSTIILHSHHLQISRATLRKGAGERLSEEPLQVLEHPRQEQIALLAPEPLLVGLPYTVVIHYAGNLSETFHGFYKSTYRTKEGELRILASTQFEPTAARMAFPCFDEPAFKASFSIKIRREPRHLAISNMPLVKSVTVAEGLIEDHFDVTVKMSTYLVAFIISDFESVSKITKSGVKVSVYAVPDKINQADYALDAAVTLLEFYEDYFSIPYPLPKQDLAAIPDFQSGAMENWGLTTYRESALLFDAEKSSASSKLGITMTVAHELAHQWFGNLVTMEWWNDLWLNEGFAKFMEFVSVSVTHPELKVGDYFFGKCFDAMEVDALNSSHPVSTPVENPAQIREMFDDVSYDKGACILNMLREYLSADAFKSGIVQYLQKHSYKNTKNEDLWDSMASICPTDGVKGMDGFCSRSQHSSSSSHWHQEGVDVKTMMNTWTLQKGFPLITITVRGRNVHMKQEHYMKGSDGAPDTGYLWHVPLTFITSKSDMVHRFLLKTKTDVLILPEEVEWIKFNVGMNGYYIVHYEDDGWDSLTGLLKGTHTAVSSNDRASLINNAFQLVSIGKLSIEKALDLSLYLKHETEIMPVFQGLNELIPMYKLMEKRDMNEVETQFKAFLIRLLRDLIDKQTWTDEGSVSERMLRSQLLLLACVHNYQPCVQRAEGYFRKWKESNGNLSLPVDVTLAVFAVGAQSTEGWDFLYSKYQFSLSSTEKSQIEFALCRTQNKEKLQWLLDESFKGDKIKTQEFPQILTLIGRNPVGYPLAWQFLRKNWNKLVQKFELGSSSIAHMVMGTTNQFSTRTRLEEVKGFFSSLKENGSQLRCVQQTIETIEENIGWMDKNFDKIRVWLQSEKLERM
miR-122 sensor – miR-122 Renilla sensor signal increase in Huh7, primary screen, miR-122 inhibitor project, cell-based, single point, plate reader; Huh7 miR-122 Renilla luciferase sensor, 48 h; neutral wells = 0, positive control = 100; activation (reporter increase), % at 12.5 µM; 340,000 tested, 0.3% active;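 active = mean replicate activation score at least 90 and every replicate individually at or above 90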;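 also: higher luciferase means less miR-122 activity so hits act as miR-122 inhibitors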
The depositor's hits bear a star; nt = not tested or not shown; & = joins results of further samples; [ ] = another dose, or the depositor's remark.

SMILES	E-selectin induc	RAD52 anneal inh	Cneo AK release	PGC1a acetyl inh	PglD inh	RAD54 branch	ERAP1 HTS inh	miR-122 sensor
CCOc1ccc(CCNC(=O)C2CCN(S(=O)(=O)N3CC(C)CC(C)C3)CC2)cc1OCC (configuration not stated)	nt	-18	3	-12	1	-13	1	-6
CSc1ccc(C#N)cc1NC(=O)c1cccnc1Cl	nt	-15	3	10	5	5	1	-7
Cn1cccc1/C=N/NC(=O)c1ccccn1	nt	-14	0	-4	0	7	2	-1
Cc1cccc(S(=O)(=O)N[C@@H]2CC[C@H](CCNC(=O)Nc3cc(F)ccc3F)O[C@@H]2CO)c1	0.1	0	-6	-8	0	-2	-5	nt
CSc1nc(Cl)c(C#N)c(-c2ccc(C)cc2)n1	nt	-10	-1	2	4	-6	1	-4
COc1cc2c(cc1OC)[C@@H](NC(=O)C(C)C)[C@H](O)C2	nt	-28	0	nt	3	-12	-1	nt
CCOCC(=O)Nc1ccc(S(=O)(=O)Nc2nccs2)cc1	0.1	-3	-2	6	-2	-2	-2	20
CSc1ncccc1C(=O)OCC(=O)Nc1cccc(S(=O)(=O)N2CCOCC2)c1	-0.1	-37	0	-7	-3	5	4	-3
COC(=O)c1ccc(NS(=O)(=O)c2cc3c4c(c2)C(C)C(=O)N4CCC3)cc1 (configuration not stated)	-0.2	-8	-1	3	-2	3	1	0
CCS(=O)(=O)c1ccc(-c2csc(-c3ccccc3Cl)n2)c(Cl)c1Cl	nt	nt	-1	-2	2	-2	nt	1
C[C@@H]1CN([C@H](C)CO)C(=O)c2cccc(NC(=O)Nc3ccc(F)cc3)c2O[C@H]1CN(C)Cc1ccc(C(F)(F)F)cc1	2.2	16	1	-1	4	-2	-1	165*[16.7 µM]
CC(C)NC(=O)COC(=O)c1cccc(NS(=O)(=O)/C=C/c2ccccc2)c1	-0.1	-9	nt	nt	nt	nt	0	2
O=C(O)c1cc(-c2cccc([N+](=O)[O-])c2)nc2ccccc12	nt	-4	3	12	-8	1	-6	1
CCCN1CCN(C(=O)Cn2ncc3ccccc32)CC1	nt	-28	-1	-2	-3	3	nt	3
CC(=O)c1cccc(NC(=O)COC(=O)c2ccc3c(c2)OCCO3)c1	0.7	-16	0	-1	-4	2	-2	nt
COc1ccc(CN2CCN(Cc3ccco3)CC2)cc1	0.0	-10	-2	nt	-7	-9	-1	-7
COc1ccc(/C=C/C(=O)OCC(=O)NCCc2ccccc2)c(OC)c1	0.0	-1	8	-8	5	1	-1	-4
CCCc1cc(NCCCN2CCOCC2)n2c(nc3ccccc32)c1C#N	nt	nt	0	-20	-3	-9	nt	-5
Cc1ccccc1C(=O)NCCN=C1NS(=O)(=O)c2ccccc21	-0.2	-18	-1	10	-2	-2	1	6
Cc1ccccc1CN1CCN(C(=O)[C@H]2O[C@@H](n3cnc4c(N)ncnc43)[C@H](O)[C@@H]2O)CC1	-0.2	4	-3	1	4	9	-10	-3
COc1ccc(S(=O)(=O)N(C)C[C@@H]2Oc3ccc(NS(=O)(=O)c4ccc(F)cc4)cc3C(=O)N([C@H](C)CO)C[C@H]2C)cc1	0.1	5	-2	4	-2	7	1	8[16.7 µM]
CCN(CC)C(=O)CC(c1ccc(OC)cc1)c1c(O)cc(OC)cc1OC (configuration not stated)	0.0	-5	0	-1	5	-8	0	-4
O=C(N[C@H]1CC[C@H](CCNC(=O)C2CC2)O[C@H]1CO)c1ccncc1	-0.5	-13	40	1	1	3	0	nt
COc1ccc2c3c([nH]c2c1)[C@@H](CO)N(C(=O)Nc1ccc(F)cc1)CC31CCN(C(=O)Cc2ccccc2)CC1	0.2	13	nt	-1	nt	nt	2	nt
O=c1[nH]c(=S)n2c(c1-c1ccccc1)OC(CBr)C2 (configuration not stated)	nt	2	3	9	0	1	2	-4

Records listed above shown as hits in miR-122 sensor.
Molecule | RAD52 anneal inh | PGC1a acetyl inh | PglD inh | ERAP1 HTS inh | miR-122 sensor
C[C@@H]1CN([C@H](C)CO)C(=O)c2cccc(NC(=O)Nc3ccc(F)cc3)c2O[C@H]1CN(C)Cc1ccc(C(F)(F)F)cc1 | 16 | -1 | 4 | -1 | 165*[16.7 µM]

Next section
SMILES	E-selectin induc	RAD52 anneal inh	Cneo AK release	PGC1a acetyl inh	PglD inh	RAD54 branch	ERAP1 HTS inh	miR-122 sensor
COc1cc(F)c(C2=CC(=O)C[C@H](c3ccc(F)cc3)C2)cc1F	-0.1	-42	0	0	-7	8	-5	-1
C[C@H](CO)N1C[C@H](C)[C@@H](CN(C)S(=O)(=O)c2ccc(Cl)cc2)Oc2c(NC(=O)CCCCCC(=O)Nc3ccccc3N)cccc2C1=O	-0.2	-15	nt	4	nt	nt	-5	35[16.7 µM]
CC(C)Oc1ccc(CSc2nnc3n(C)c(=O)c4c5c(sc4n23)CCCC5)cc1	nt	nt	-2	-8	2	2	nt	-5
CCC1(c2ccc(F)cc2)NC(=O)N(CC(=O)N(C)C2CCS(=O)(=O)C2)C1=O (configuration not stated)	-0.7	-6	1	-9	-3	5	2	7
COc1cc(OC)cc(C(=O)N[C@H](C(=O)N2CCc3ccccc32)C(C)C)c1	nt	nt	13	-8	-1	-5	nt	-2
COc1ccc(-n2c(SCC(=O)Nc3cc(C)on3)nc3c(c2=O)SCC3)cc1OC	1.2	-10	-5	4	6	-8	3	-3
COc1ccc(NC(=O)Nc2ccc3c(c2)C(=O)N([C@H](C)CO)C[C@H](C)[C@@H](CN(C)S(=O)(=O)c2ccc(OC)cc2)O3)cc1	0.8&-0.2	-12&-21	0	-14&7	-6	4	-1&-2	-7
CC(=O)c1ccc(N2CCN(S(=O)(=O)c3c(C)[nH]c(C)c3C(=O)N3CCCCC3)CC2)cc1	0.2	-4	0	-15	-1	-2	1	-8
CC(=O)Oc1cc(OC(C)=O)c2c(C)cc(=O)oc2c1	nt	nt	6	2	8	-14	nt	2
O=[N+]([O-])c1ccccc1S(=O)(=O)N1CCN(Cc2ccccc2)CC1	0.1	-14	5	-5	5	-1	1	9
CN(C)CC(=O)N[C@@H]1CC[C@H](CC(=O)NCc2ccccc2F)O[C@@H]1CO	-0.2	-6	42	4	2	-1	1	nt
C=CCn1c(SCC(=O)c2ccc(Br)cc2)nnc1C(CC(C)C)NC(=O)c1cccs1 (configuration not stated)	nt	nt	7	nt	-4	1	nt	-14
CCc1ccc2c(c1)c1nc(C)sc1n2CC(=O)OC	nt	nt	-1	-2	4	7	nt	0
Cc1nc2ccccc2c(=O)n1/N=C/c1ccccc1	nt	nt	0	2	-3	3	nt	-1
Cc1ccc(OCc2cnc(Cl)s2)c(C)c1	nt	-4	2	-5	0	-9	0	2
N/C(=N\OC(=O)COc1ccc(Br)cc1)c1ccncc1	1.2	-13	nt	-11	nt	nt	-3	-3
COc1cc(CCC(O)CC(=O)CCc2ccccc2)ccc1O (configuration not stated)	nt	0	-3	-1	0	-4	-1	-2
O=C(COc1ccc(Cl)cc1Cl)Nc1ccc(Cl)cn1	nt	1	-4	nt	3	9	-2	-2
COC(=O)c1cccc(NC(=O)c2cnccn2)c1	0.6	-3	0	nt	4	9	-1	nt
COc1ccccc1CN1C(=O)C(Cc2ccccc2)ON=C1c1ncccc1C (configuration not stated)	nt	-4	0	nt	-1	4	nt	nt
CCOC(=O)c1nc(Nc2ccc(C(=O)O)cc2)c2ccccc2n1	nt	nt	-2	1	-4	-21	nt	5
Cc1nn(C)c(C)c1NC(=O)c1ccc(S(=O)(=O)N(C)C)cc1	nt	nt	0	11	1	-7	nt	-3
COc1ccc(C(CNC(=O)c2cc(S(=O)(=O)Nc3cccc(C)c3)ccc2C)N2CCOCC2)cc1 (configuration not stated)	-0.4	-9	0	2	3	2	2	3
COc1ccc(N2CCN(CC(=O)c3c(C)n(C)c4ccc(OC)cc34)CC2)cc1	nt	-19	4	16	12	6	nt	2
O=C(NC1=NCCS1)c1ccc(-c2ccc(Cl)cc2)o1	nt	-2	-4	-3	2	13	4	5
Next part
SMILES	E-selectin induc	RAD52 anneal inh	Cneo AK release	PGC1a acetyl inh	PglD inh	RAD54 branch	ERAP1 HTS inh	miR-122 sensor
COCC(=O)n1nc(-c2ccccc2)nc1NCc1ccccc1	nt	-2	nt	10	nt	nt	0	6
C#CC1(O)CCC2C3CCc4cc(O)cc(C)c4C3CCC21C (configuration not stated)	1.1	-3	nt	-1	nt	nt	3	2
N=C1C(c2ccccc2)=C(O)CN1c1cccc(S(=O)(=O)Nc2cccc(C(F)(F)F)c2)c1	nt	nt	8	-6	0	0	nt	-3
O=C(Nc1ccc(F)cc1)NC1(C(=O)NCc2cccs2)CCCCC1	nt	-2	2	8	-5	1	0	5
Cn1c(NCc2cccnc2)nc2cc(-c3cccc(C(=O)NCCO)c3)sc2c1=O	0.4	-3	2	nt	-3	20	12	-4
Cc1[nH]n(-c2ccccc2)c(=O)c1N=O	-5.5	-4	0	-6	1	7	-1	8
CN(CC(=O)Nc1ccc(Cl)c(C(F)(F)F)c1)C(=O)C1CC(=O)N(C2CCCC2)C1 (configuration not stated)	0.2	-12	0	nt	5	-4	0	nt
O=C1COc2ccc(C(=O)CSc3nnnn3-c3ccccc3)cc2N1	nt	-6	-1	5	1	3	-6	0
Cn1ccc(C(=O)Nc2ccc3c(c2)OCCO3)n1	-0.2	13	-14	3	-2	-12	-1	-3
O=C(CC1CC2CCC1C2)N1CCN(S(=O)(=O)c2ccccc2[N+](=O)[O-])CC1 (configuration not stated)	-2.5	-9	1	-3	5	-9	2	0
Cc1ccc(SC[C@H](C)CN2CC[C@H](NC(=O)OCc3ccccc3)CCC2=O)cc1	nt	-87	0	7	1	1	2	-4
COc1ccc(NC(=O)CCSc2nnnn2C)cc1	0.0	2	2	-1	-1	-1	1	-1
COc1ccc(CN2CCN(c3ncnc4scc(-c5ccc(F)cc5)c34)CC2)cc1	0.0	-3	-3	nt	0	6	0	-2
C[C@@H]1CN([C@H](C)CO)C(=O)c2cc(-c3cccnc3)cnc2O[C@H]1CN(C)C(=O)C1CC1	-0.4	4	-3	3	-3	1	0	0[16.7 µM]
CCC(=O)N(C)C[C@H]1Oc2ncc(-c3ccccc3C)cc2C(=O)N([C@H](C)CO)C[C@@H]1C	0.2	-6	2	nt	-3	-19	0	10[16.7 µM]
COc1ccccc1NS(=O)(=O)c1cc([N+](=O)[O-])ccc1N/N=C/c1c[nH]c2ccccc12	nt	nt	0	-50	-2	-13	nt	12
O=C(Nc1ccncc1)c1ccc(Cl)cc1	0.4	-9	-1	6	-4	7	0	7

An excerpt from above in order of molar mass, ascending:
SMILES	E-selectin induc	RAD52 anneal inh	Cneo AK release	PGC1a acetyl inh	PglD inh	RAD54 branch	ERAP1 HTS inh	miR-122 sensor
Cc1[nH]n(-c2ccccc2)c(=O)c1N=O	-5.5	-4	0	-6	1	7	-1	8
O=C(Nc1ccncc1)c1ccc(Cl)cc1	0.4	-9	-1	6	-4	7	0	7
Cn1ccc(C(=O)Nc2ccc3c(c2)OCCO3)n1	-0.2	13	-14	3	-2	-12	-1	-3
C#CC1(O)CCC2C3CCc4cc(O)cc(C)c4C3CCC21C (configuration not stated)	1.1	-3	nt	-1	nt	nt	3	2
C[C@@H]1CN([C@H](C)CO)C(=O)c2cc(-c3cccnc3)cnc2O[C@H]1CN(C)C(=O)C1CC1	-0.4	4	-3	3	-3	1	0	0[16.7 µM]
